Assay outcomes deposited in PubChem BioAssay by The Scripps Research Institute Molecular Screening Center.
ASAP1 GAP inh: ASAP1 ArfGAP inhibition; Q9ULH1; ASAP1-stimulated ARF1 GTP hydrolysis, GDP FP detection; inhibition, % at 16.5 µM; 360,000 tested, 0.19% active; in the data active = inhibition above about 25%;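 note: 0% = vehicle with enzyme and substrate and 100% = no enzyme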
ADAM17 inh: inhibits human ADAM17 | 370,000 tested, 0.83% active | AID 720648 | recombinant ADAM17, EDANS/DABCYL FRET peptide cleavage | inhibition, % at 6.95 µM | P78536;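 active = inhibition above the mean of compounds lying between control limits plus 3 SD, set per campaign, cut at about 8.5% in these data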;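 note: 0% = DMSO-only wells as the low control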
ARFGAP1 inhibitor: inhibitors of rat ARFGAP1 | 360,000 tested, 0.26% active | inhibition, % at 16.5 µM | Arfgap1-stimulated ARF1 GTP hydrolysis, GDP FP detection | Q62848;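 active = inhibition above a per-plate limit, mean inhibition of low control wells plus 3 SD, cut at about 25% in these data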;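 note: 0% = DMSO wells with enzyme and 100% = wells lacking Arfgap1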
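system = rat Arfgap1 catalytic domain, aa 1-136 | technique = FP, GDP Alexa 633 tracer displaced from anti-GDP antibody, 620/688 nm | compound = one concentration, 16.5 µM, DMSO 1.26% | medium = HEPES-based buffer, pH 7.5 | timing = compound-enzyme preincubation 20 min, reaction 120 min, detection 60 min, 25 °C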
Tn7 DDE FP: disrupts Tn7 cyclic peptide binding to fibrin D-Dimer-E complex | P02675 | FP displacement of FITC-Tn7 peptide from fibrin DD(E); 0% = median of compound wells per plate | inhibition, % at 8.3 µM | 370,000 tested, 0.13% active | AID 720508;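 active = inhibition above the mean of compounds falling within the control limits plus 3 SD of them, cut at about 14% in these data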;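 note: 0% = plate median of compound wells and 100% = 10 µM Aha-Tn7 peptide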
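Test system: human clot-derived fibrin DD(E) complex / Quantity: 2 µM final DD(E) protein / Incubation: 10 min plus 3 h, room temperature / Measured by: fluorescence polarization / Benchmarks: high control of 10 µM Aha-Tn7 peptide / Replicates: singlicate testing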
PLC-gamma1 inh: blocks human PLC-gamma1 enzyme activity | purified PLC-gamma1, fluorogenic substrate, fluorescence | 370,000 tested, 0.84% active | inhibition, % at 12.2 µM | AID 720700 | P19174; in the data active = inhibition above about 9.5%
Target sequence (P19174 whole entry, looked up): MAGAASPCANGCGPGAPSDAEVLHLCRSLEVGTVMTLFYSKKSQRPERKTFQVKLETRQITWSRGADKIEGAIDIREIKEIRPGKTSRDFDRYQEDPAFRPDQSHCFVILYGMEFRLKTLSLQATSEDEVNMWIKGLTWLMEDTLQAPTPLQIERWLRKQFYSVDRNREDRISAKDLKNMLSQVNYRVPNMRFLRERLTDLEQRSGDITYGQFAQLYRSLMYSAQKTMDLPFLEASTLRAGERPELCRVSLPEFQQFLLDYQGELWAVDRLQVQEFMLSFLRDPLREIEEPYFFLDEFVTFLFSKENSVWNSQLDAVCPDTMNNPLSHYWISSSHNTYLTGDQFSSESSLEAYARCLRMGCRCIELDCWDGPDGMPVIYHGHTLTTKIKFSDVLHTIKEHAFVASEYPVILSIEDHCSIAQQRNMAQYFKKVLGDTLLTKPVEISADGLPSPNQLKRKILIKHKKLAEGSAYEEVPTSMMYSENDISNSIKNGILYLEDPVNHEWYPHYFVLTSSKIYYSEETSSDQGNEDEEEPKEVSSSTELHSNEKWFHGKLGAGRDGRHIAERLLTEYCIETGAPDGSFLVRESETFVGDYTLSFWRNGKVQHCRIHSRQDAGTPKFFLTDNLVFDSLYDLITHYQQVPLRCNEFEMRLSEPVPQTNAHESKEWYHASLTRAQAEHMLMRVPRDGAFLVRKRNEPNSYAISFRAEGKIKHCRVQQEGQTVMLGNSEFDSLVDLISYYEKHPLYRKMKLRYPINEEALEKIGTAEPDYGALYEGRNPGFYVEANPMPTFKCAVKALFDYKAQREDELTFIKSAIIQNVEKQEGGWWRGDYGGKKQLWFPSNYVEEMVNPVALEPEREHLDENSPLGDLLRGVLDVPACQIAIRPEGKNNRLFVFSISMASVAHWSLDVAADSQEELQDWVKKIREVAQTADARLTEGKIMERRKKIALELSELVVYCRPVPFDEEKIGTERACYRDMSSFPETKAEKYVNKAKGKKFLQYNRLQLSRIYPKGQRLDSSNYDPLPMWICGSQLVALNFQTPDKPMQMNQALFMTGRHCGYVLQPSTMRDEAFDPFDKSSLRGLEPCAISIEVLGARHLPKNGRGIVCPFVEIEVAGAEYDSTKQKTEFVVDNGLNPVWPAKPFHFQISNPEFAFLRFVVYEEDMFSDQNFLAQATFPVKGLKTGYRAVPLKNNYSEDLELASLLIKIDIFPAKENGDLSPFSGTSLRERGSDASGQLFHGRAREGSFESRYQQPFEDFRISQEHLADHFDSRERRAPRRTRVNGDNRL
TDP2 absorb: blocks human TDP2 phosphodiesterase activity; recombinant TDP2, T5PNP hydrolysis, p-nitrophenol absorbance 415 nm; inhibition, % at 12.8 µM; AID 720702; O95551; 370,000 tested, 0.34% active;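 active = inhibition above the mean of all tested compounds plus 3 SD, set per campaign, cut at about 25% in these data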;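 note: 0% = DMSO with enzyme and 100% = buffer with substrate but no TDP2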
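System: recombinant human TDP2 / Amount: 120 nM TDP2 per well / Also added: 5 mM T5PNP chromogenic substrate / Doses: 12.8 µM single point, 1% DMSO / Incubation: 2 h at 37 °C / Detection: p-Nitrophenol epi absorbance / Evaluation: % inhibition relative to enzyme-containing and enzyme-free wells / Repeats: singlicate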
SIAE primary: inhibitors of human sialic acid acetylesterase SIAE. Q9HAT2. SIAE FP-Rh probe binding, fluorescence polarization. inhibition, % at 9.66 µM. 370,000 tested, 0.69% active;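 active = inhibition above a cutoff: mean of compounds within the control limits plus 3 SD of those, cut at about 17% in these data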;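 note: 0% = plate median of compound wells and 100% = probe without SIAE protein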
Tn6 DDE FP: inhibitors of Tn6 peptide binding to human fibrin DD(E); AID 720509; Fibrin DD(E) TRITC-Tn6 fluorescence polarization displacement; 370,000 tested, 0.21% active; inhibition, % at 8.3 µM; P02675;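 active = inhibition above a per-campaign cutoff: mean of compounds within control limits plus 3 SD, cut at about 15% in these data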;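 note: 0% = median of all compound wells on the plate and 100% = blocking peptide control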
ADAM10 inh: ADAM10 inhibition, QFRET primary screen. O14672. recombinant ADAM10, EDANS/DABCYL FRET peptide cleavage, 3 h. inhibition, % at 7 µM. 370,000 tested, 0.62% active. AID 720582;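 active = inhibition above a per-campaign cutoff equal to the mean of compounds falling between control-based bounds plus 3 SD, cut at about 20% in these data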;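 note: 0% = DMSO wells while the 100% control is not disclosed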
PLC-beta3 inh: PLC-beta3 (human) inhibition, primary screen. AID 720704. 370,000 tested, 0.18% active. Purified PLC-beta3, fluorogenic substrate, fluorescence. inhibition, % at 12.2 µM; in the data active = inhibition above about 11%;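 note: 0% = median of compound wells on plate and 100% = full blocker control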
An asterisk follows results filed as active; i = inactive. Random draw from the library; any-hit rate near 3.6%.

item	structure	PLC-gamma1 inh	ARFGAP1 inhibitor	SIAE primary	Tn6 DDE FP	ASAP1 GAP inh	PLC-beta3 inh	ADAM10 inh	TDP2 absorb	Tn7 DDE FP	ADAM17 inh
1	O=C(c1ccccc1)N1CCN(CCc2ccccn2)CC1	0	11	1	10	-3	3	4	0	-2	-1
2	Cc1cc2nc(-c3ccc(Cl)cc3)c(CC(C)(C)C)n2c(C)c1Br	-9	4	0	-1	14	-17	-1	4	-2	-3
3	CCN(Cc1ccccc1)c1ccc(/C=N/NS(=O)(=O)c2ccc(C)c([N+](=O)[O-])c2)cc1	-13	9	9	1	12	-23	-13	-7	-3	6
4	COc1ccccc1N1CCN(C2CCCN(C(=O)c3cc(C4CC4)on3)C2)CC1 (stereo not drawn)	4	6	1	3	4	-5	6	-17	-5	-2
5	Cc1ccc(C=NNc2ccc([N+](=O)[O-])cn2)cc1	-56	3	1	7	0	-80	0	-15	0	2
6	Cc1cc(C)c(NC(=O)CNC(=O)COC(=O)Cc2ccccc2C)c(C)c1	-1	8	-2	4	0	8	-4	-2	8	-4
7	C=CCOc1ccc(Br)cc1/C=C1/SC(=Nc2ccc(C(=O)O)cc2)NC1=O	-3	3	-22	3	-14	-5	0	2	3	-5
8	CCCN1C2CCCC1CC(NC(=O)Nc1ccc(C(C)C)cc1)C2 (stereo not drawn)	2	4	-6	-4	5	-7	8	-1	2	1
9	Cc1cc2nc(-c3ccc(Cl)cc3)c(Cc3ccsc3)n2c(C)c1Br	-35	-2	2	4	7	-55	-27	6	6	-9
10	CCCc1ccc(OCc2ccc(C(=O)N3CCCC3)o2)cc1	5	-24	4	-6	-7	-3	10	-23	-8	7
11	O=C(NCCO)c1nc(C(=O)c2ccc(Cl)cc2)c2ccccc2n1	-1	-6	6	4	-17	-3	3	3	-6	-2
12	COc1cccc(NC(=O)CSc2nccn(-c3ccc4c(c3)OCCO4)c2=O)c1	-19	13	1	-6	7	-26	-2	-4	-3	-3
13	C[C@@H]1CN([C@@H](C)CO)C(=O)CCCn2cc(nn2)CO[C@H]1CN(C)C(=O)C1CCCCC1	1	-3	3	2	4	1	-8	-3	0	-2
14	O=C(Nc1ccon1)c1csc2c1CCCC2	-2	-6	-3	1	0	0	3	5	-2	-4
15	COCC(COS(N)(=O)=O)Cc1ccccc1 (stereo not drawn)	3	-6	8	-1	5	5	-1	2	6	0
16	COc1ccc(C(=O)C2CCCN(Cc3c(O)cccc3OC)C2)cc1OC (stereo not drawn)	0	6	9	2	-21	-4	-8	13	-5	-3
17	Cc1cccc(-c2c3c(=O)n(C)c(=O)n(C)c3cn2-c2ccc(O)cc2)c1	-19	-9	3	-5	8	-21	-11	11	3	-7
18	CCC1(c2ccccc2)NC(=O)N(CC(=O)NCc2ccc(OC)cc2)C1=O (stereo not drawn)	4	5	1	1	1	-2	15	-2	2	-1
19	CCOC(=O)C1CCN(c2c(NCCN3CCN(c4ccccc4)CC3)c(=O)c2=O)CC1	-3	4	3	4	-2	-1	-10	8	-8	-3
20	NC(=O)COC(=O)CC(c1ccccc1)c1ccccc1	2	-3	6	-5	1	1	1	-6	1	-2
21	O=C(COC(=O)c1cc2ccccc2oc1=O)Nc1ccc(F)cc1F	1	5	3	4	2	-8	-10	9	-5	-4
22	Cc1ccc2cc(CN(Cc3ccc(F)cc3)Cc3nnnn3C3CCCC3)c(=O)[nH]c2c1	-2	-6	-3	-3	0	0	-7	0	-5	-2
23	O=C(O)CCCc1c(-[n+]2ccccc2)[nH]c2ccccc12	1	-2	0	-7	10	-3	-12	-1	5	-3
24	CCOC(=O)C1=C(C)N(CCCC(=O)O)C(=O)NC1c1ccc(Cl)cc1 (stereo not drawn)	2	6	-6	3	4	2	9	-4	1	1
25	O=C(C1=C(O)C(=O)N(Cc2ccccc2)C1c1ccco1)c1ccco1 (stereo not drawn)	-14	-10	-8	1	-6	-16	-8	1	1	1
26	Cc1ccc2c(c1)C1CN(C)CCC1N2C(=O)c1ccccc1NS(=O)(=O)c1ccc(F)cc1 (stereo not drawn)	-4	7	-2	0	-10	-2	-8	1	3	2
27	Cc1ccc(C)c(NC(=S)N/N=C2\CCc3ccccc32)c1	-5	3	3	2	-2	-16	2	18	3	0
28	COc1cccc(C(=O)Nc2ccc3ccccc3c2)c1	-4	7	-15	-7	6	-7	14	-8	1	-2
29	Nc1no[n+]([O-])c1-c1ccccc1	-2	-2	-6	0	-12	0	1	-7	-3	-1
30	Nc1cc(Cl)ccc1Oc1ccccc1	1	-1	0	-2	-9	1	0	-7	3	-2
31	CCc1ccc(CNCCNC(=O)c2ccco2)cc1	-45	-19	-10	5	-8	-49	-2	-13	3	-2
32	COc1ccc(CC(=O)NC(=S)Nc2cccc(C)c2)cc1	1	-7	-4	-8	0	-9	4	-5	3	-1
33	O=C(Cc1ccccc1)Nc1ccc(NC(=O)C2CC2)nc1	3	10	-2	5	8	8	-1	-18	-2	-1
34	Cc1ccc(C)c(OCC(=O)N/N=C\c2cccn2C)c1	1	-3	4	2	4	-2	-2	-3	-1	-2
35	CNc1nc(SC)nc2ccccc12	0	-4	8	-6	11	-8	-32	-3	2	-13
36	Nc1c(C(=O)OCC(=O)Nc2ccccc2Br)[nH]c(=O)[nH]c1=O	-5	-4	7	-3	18	-2	-8	7	3	-3
37	O=C(c1ccc(CS(=O)Cc2ccc(Cl)cc2)o1)N1CCN(c2ccccc2)CC1 (stereo not drawn)	-5	19	-3	-4	2	-12	2	8	0	-3
38	COc1ccc(N=C2c3ccccc3-c3ccc([N+](=O)[O-])cc32)cc1	-1	6	2	4	-4	5	-6	-1	-4	-5
39	COc1ccc(C2C(C#N)=C3NC(=O)c4c(sc5c4CCCCC5)N3C3=C2C(=O)CC(C)(C)C3)cc1 (stereo not drawn)	-63	-8	4	-3	8	-71	-3	-10	-4	0
40	COc1ccc(C2C(=O)N(C3CCCCCC3)CC(=O)N2Cc2ccccc2)cc1OC (stereo not drawn)	1	7	2	-7	14	2	4	-6	2	-1
41	CC(/C=N/NC(=O)c1nnn(-c2nonc2N)c1C(C)C)=C\c1ccccc1	-1	14	-10	-6	29*	-8	16	8	-5	4
42	CC(=O)Nc1c(C(=O)N2CCCCCC2)cnn1-c1ccccc1	4	12	-1	4	5	0	8	4	-7	-2
43	Cc1ccc(CNC(=O)c2ccccc2NC(=O)CSc2nnnn2C)cc1	0	-8	3	5	5	-1	-6	10	-4	-2
44	COc1ccc2c(c1OC)C(=O)N(c1cccc(/C=C/C(=O)O)c1)C2	-8	-8	-2	10	-12	-13	-2	-2	8	-5
45	COc1cc2cncc(Cc3ccccc3)c2cc1O	-196	6	0	13	6	-240	i	-2	5	-401
46	Cc1ccc(S(=O)(=O)NCC(=O)OCC(=O)N2CC(C)OC(C)C2)cc1 (stereo not drawn)	1	6	-5	-5	1	-2	-2	3	-4	-1
47	COc1ccccc1C(=O)N1CCN(Cc2cccnc2)CC1	7	5	8	-3	7	-1	-7	24	2	-3
48	CCOc1ccccc1NS(=O)(=O)c1c(C)noc1C	2	-13	2	-3	-5	3	4	-2	0	0

Reformatted in transposed form: entries from further up.
36) Nc1c(C(=O)OCC(=O)Nc2ccccc2Br)[nH]c(=O)[nH]c1=O
37) O=C(c1ccc(CS(=O)Cc2ccc(Cl)cc2)o1)N1CCN(c2ccccc2)CC1 (stereo not drawn)
38) COc1ccc(N=C2c3ccccc3-c3ccc([N+](=O)[O-])cc32)cc1
39) COc1ccc(C2C(C#N)=C3NC(=O)c4c(sc5c4CCCCC5)N3C3=C2C(=O)CC(C)(C)C3)cc1 (stereo not drawn)
40) COc1ccc(C2C(=O)N(C3CCCCCC3)CC(=O)N2Cc2ccccc2)cc1OC (stereo not drawn)
41) CC(/C=N/NC(=O)c1nnn(-c2nonc2N)c1C(C)C)=C\c1ccccc1
42) CC(=O)Nc1c(C(=O)N2CCCCCC2)cnn1-c1ccccc1
43) Cc1ccc(CNC(=O)c2ccccc2NC(=O)CSc2nnnn2C)cc1
compound no.	36	37	38	39	40	41	42	43
PLC-gamma1 inh	-5	-5	-1	-63	1	-1	4	0
ARFGAP1 inhibitor	-4	19	6	-8	7	14	12	-8
SIAE primary	7	-3	2	4	2	-10	-1	3
Tn6 DDE FP	-3	-4	4	-3	-7	-6	4	5
ASAP1 GAP inh	18	2	-4	8	14	29*	5	5
PLC-beta3 inh	-2	-12	5	-71	2	-8	0	-1
ADAM10 inh	-8	2	-6	-3	4	16	8	-6
TDP2 absorb	7	8	-1	-10	-6	8	4	10
Tn7 DDE FP	3	0	-4	-4	2	-5	-7	-4
ADAM17 inh	-3	-3	-5	0	-1	4	-2	-2

44) COc1ccc2c(c1OC)C(=O)N(c1cccc(/C=C/C(=O)O)c1)C2
45) COc1cc2cncc(Cc3ccccc3)c2cc1O
46) Cc1ccc(S(=O)(=O)NCC(=O)OCC(=O)N2CC(C)OC(C)C2)cc1 (stereo not drawn)
47) COc1ccccc1C(=O)N1CCN(Cc2cccnc2)CC1
48) CCOc1ccccc1NS(=O)(=O)c1c(C)noc1C
compound no.	44	45	46	47	48
PLC-gamma1 inh	-8	-196	1	7	2
ARFGAP1 inhibitor	-8	6	6	5	-13
SIAE primary	-2	0	-5	8	2
Tn6 DDE FP	10	13	-5	-3	-3
ASAP1 GAP inh	-12	6	1	7	-5
PLC-beta3 inh	-13	-240	-2	-1	3
ADAM10 inh	-2	i	-2	-7	4
TDP2 absorb	-2	-2	3	24	-2
Tn7 DDE FP	8	5	-4	2	0
ADAM17 inh	-5	-401	-1	-3	0

The list continues.
item	structure	PLC-gamma1 inh	ARFGAP1 inhibitor	SIAE primary	Tn6 DDE FP	ASAP1 GAP inh	PLC-beta3 inh	ADAM10 inh	TDP2 absorb	Tn7 DDE FP	ADAM17 inh
49	O=C(CSc1nc2ccccc2[nH]1)N1CCN(c2ccc(F)cc2)CC1	0	16	0	0	16	-2	4	2	-4	-1
50	COc1ccc(C(=O)C(C)N(C(=O)c2ccc(Cl)cc2Cl)N2C(=O)C3C4C=CC(C4)C3C2=O)cc1 (stereo not drawn)	8	11	0	-4	-2	5	7	-2	1	3
51	COc1ccc(NC(=O)CN(c2ccc([N+](=O)[O-])cc2)S(=O)(=O)c2ccccc2)cc1	1	7	-1	2	6	6	13	4	-2	3
52	Brc1ccc(Oc2ncc(CN3CCN(c4ccccc4)CC3)s2)cc1	-1	-3	-6	1	-3	-3	1	4	6	-2
53	O=C(/C=C/c1ccc(O)c(O)c1)NC(=O)c1ccccc1O	-32	-11	1	4	-3	-45	5	-6	1	2
